# SKN-1 block: suppressors of acrylamide-induced Pgst-4::GFP reporter in worms, primary screen, SKN-1 inhibitor project, whole organism, uHTS, GFP/RFP fluorescence ratio, strain VP596; 360,000 compounds, 0.49% hits; inhibition, % at 21.8 µM; AID 624304, 2012; C. elegans VP596 Pgst-4::GFP/RFP ratio, 24 h;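 active = interference check ratio from 0.5 to 1.5 plus GFP to RFP signal ratio inhibition reaching or exceeding a fixed threshold, cut at about 30% in these data, passing the limit was not always enough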; also: some compounds called inactive have numbers as strong as hits
# LMPTP inh: LMPTP phosphatase inhibitors, primary screen, biochemical, fluorescence intensity, uHTS; Low molecular weight phosphotyrosine protein phosphatase (Homo sapiens), P24666; recombinant LMPTP-A, OMFP fluorogenic substrate; inhibition, % at 20 µM; 360,000 compounds, 0.22% hits; AID 651560, 2012;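 active = compounds that cut the enzyme signal by at least half of the control window in the single-dose screen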;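 also: plate controls were DMSO wells with enzyme plus substrate for no effect and substrate without enzyme for full effect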
#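 Assay system: LMPTP-A enzyme. Input: 0.625 nM LMPTP-A final. Probe or stimulus: 400 µM OMFP. Compound dosing: single 20 µM dose. Schedule: 50 min dark incubation at room temperature. Detection: fluorescence intensity of OMFP turnover product. Read-out: percent inhibition versus substrate-only and uninhibited controls. Benchmarks: no-enzyme low control, uninhibited high control.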
# Scp1 inh: Scp-1 phosphatase inhibitors, primary screen, biochemical, colorimetric, uHTS; 340,000 compounds, 0.88% hits; Recombinant Scp1, phosphopeptide, malachite green phosphate absorbance; Carboxy-terminal domain RNA polymerase II polypeptide A small phosphatase 1 (Homo …; AID 493091, 2011; inhibition, % at 20 µM;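 active = inhibition above about 50% at 20 µM, limit read from the data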;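 also: plate controls were DMSO wells with enzyme for no effect and wells lacking enzyme for full effect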
#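 Test system: SCP-1 phosphatase catalytic domain, residues 76-261; measured by: colorimetric phosphate reagent with accelerator and stabiliser, absorbance at 630 nm; timing: enzyme reaction 45 min at room temperature, colour 5 min, stabilisation 30 min; also added: Phosphorylated 17-residue peptide substrate; compound dosing: one concentration, 20 µM, with 1.0% DMSO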
# SUMO1 PPI mod: modulators of SUMO1 protein-protein interactions, primary screen, biochemical, uHTS | SUMO1 binding to a labelled peptide, TR-FRET, 1 h | AID 602429, 2012 | inhibition, % at 20 µM | 360,000 compounds, 0.33% hits | Small ubiquitin-related modifier 1 (Homo sapiens), P63165; in the data active = inhibition above about 37%
# NadD block: inhibitors of S. aureus NadD, primary screen, biochemical, colorimetric, uHTS; 360,000 compounds, 0.78% hits; Nicotinate-nucleotide adenylyltransferase NadD (Staphylococcus aureus N315); inhibition, % at 20 µM; purified NadD enzyme, colorimetric absorbance read-out; AID 602399, 2012; in the data active = inhibition above about 26%; also: some compounds past the cut are filed as inactive
# STEP inh: STEP phosphatase inhibitors, primary screen, biochemical, fluorescence intensity, uHTS. inhibition, % at 20 µM. 360,000 compounds, 0.25% hits. recombinant STEP, OMFP fluorogenic substrate. Tyrosine-protein phosphatase non-receptor type 5 (Homo sapiens), P54829;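 active = inhibition at 20 µM, scaled per plate between control wells, above about 37%, limit read from the data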;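 also: 0% = DMSO with enzyme and substrate and 100% = substrate only without enzyme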
#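 Measure: Control-normalized % inhibition with plate pattern correction | Test system: STEP phosphatase, cell-free reaction | Medium: pH 6.0 Bis-Tris with DTT and Tween 20 | Technique: Fluorescence, 480/540 nm | Times: Reaction 20 min, ambient temperature | Doses: Single compound dose of 20 µM, 1% DMSO final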
# DNMT1 inh: human DNMT1 methyltransferase inhibitors, primary screen, biochemical, molecular beacon, fluorescence, HinP1I cleavage, uHTS; DNA (cytosine-5)-methyltransferase 1 (Homo sapiens), P26358; 360,000 compounds, 0.83% hits; inhibition (reported as % activation of signal), % at 10 µM; in the data active = inhibition above about 50%
# TbMetRS inhib: T. brucei MetRS inhibitors, primary screen, biochemical, luminescence; methionyl-tRNA synthetase (Trypanosoma brucei brucei); purified T. brucei MetRS, ATP depletion, Kinase-Glo luminescence; inhibition, % at 11.9 µM; 360,000 compounds, 0.4% hits; AID 624268, 2012;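 active = inhibition above a per-plate cutoff of the control wells' mean inhibition plus 3 SD, cut at about 5.5% in these data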;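 also: 0% = DMSO wells median and 100% = median of wells with control inhibitor compound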
#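 Measured by: Kinase-Glo luciferase luminescence reporting remaining unconsumed ATP. Material: purified T. brucei MetRS enzyme. Doses: 11.9 µM compound single dose, 0.9% DMSO. Medium: HEPES buffer containing pyrophosphatase, BSA, spermine, DTT. Times: 15 min preincubation, 2 h reaction, all 25 °C. Reagent: methionine, ATP and bulk E. coli tRNA.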
# NRP1-CendR mod: modulators of CendR peptide binding to NRP-1, primary screen, biochemical, fluorescence polarization, uHTS. Neuropilin-1 (Homo sapiens), O14786. FAM-RPARPAR peptide binding to NRP-1. inhibition, % at 25 µM. 360,000 compounds, 0.85% hits;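 active = inhibition or corrected inhibition above about 18%, plus a signal ratio from 0.5 to 1.5, limit read from the data, passing the limit was not always enough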; also: strong numbers were not always called active
# Neddylation inh: inhibitors of cullin neddylation, primary screen, biochemical, TR-FRET, uHTS, NAE and Ubc12. NEDD8-conjugating enzyme Ubc12 (Homo sapiens) + NEDD8-activating enzyme E1 regulatory …. calls only at 25 µM. 360,000 compounds, 0.58% hits; in the data active = inhibition above about 36%
# An asterisk follows results filed as active; i = inactive; · = no result given.
SMILES,SKN-1 block,LMPTP inh,Scp1 inh,SUMO1 PPI mod,NadD block,STEP inh,DNMT1 inh,TbMetRS inhib,NRP1-CendR mod,Neddylation inh
O=C1OC(Nc2cc(Br)cc3cccnc23)c2ccccc21 (stereo unspecified),29,4.0,0,27,6,6,47,1.7,-11,i
Cc1cccc(NC(=O)CCCc2ccccc2)c1,15,-0.3,-9,3,-6,-2,0,0.1,11,i
Cc1ccc(Nc2nc(CSc3nnc(-c4ccncc4)n3C)cs2)cc1,0,0.5,-4,-3,3,3,-13,-0.9,-22,i
COc1ccc(S(=O)(=O)N(CC(=O)N2CCOCC2)Cc2ccccc2)cc1C,-2,-0.5,1,-3,-7,-1,-4,-0.4,-2,i
CCCNC(=O)CCc1c(C)nc2c(c(C)nn2-c2ccc(C)cc2)c1C,-20,1.3,-11,-30,-1,-2,1,-1.1,12,·
Cn1cccc1C(=O)NCc1ccc(Cl)cc1,5,-0.4,-3,-2,1,1,-1,-0.1,9,i
Cc1ccc(-n2c(SCC(=O)NCc3ccco3)nc3c(sc4ccccc43)c2=O)cc1,13,3.1,3,-2,11,3,-5,-0.7,-8,i
CCn1c(SCc2nc(-c3ccc(Cl)cc3)no2)nnc1-c1ccco1,-17,0.2,1,-1,-4,0,1,0.0,4,i
CCCS(=O)(=O)N1CCN(Cc2ccccc2[N+](=O)[O-])CC1,-2,-0.3,-6,-5,2,1,0,1.4,17,i
NCCN1C(=O)c2ccccc2C1(O)c1ccc(Cl)cc1 (stereo unspecified),12,-1.0,·,-3,-6,2,3,-0.1,-7,i
O=C(CSc1nnc(COc2cccc3ccccc23)o1)N1c2ccccc2CCc2ccccc21,45*,1.8,-18,-2,12,1,-5,-0.7,8,i
O=C(NCc1cccs1)C1CCC(=O)N(Cc2cccc(C(F)(F)F)c2)C1 (stereo unspecified),2,0.2,2,5,-6,-1,3,-0.9,-1,i
COc1cccc(NC(=O)CN(C)C(=O)/C=C/c2cn(-c3ccccc3)nc2-c2ccc(C)cc2)c1,15,7.9,-8,-1,9,1,-9,-0.2,-5,i
N=c1c(S(=O)(=O)c2ccc(Br)cc2)cc2c(=O)n3ccccc3nc2n1C1CCCCC1,9,3.5,14,-4,42*,2,2,-0.4,-6,i
O=C(O)c1ccc(CSc2nnnn2-c2ccc(F)cc2)cc1,-7,1.5,-4,-2,-4,0,1,-1.1,7,i
COc1ccc(-n2c(=S)[nH]c3cc(C(=O)NCCCN4CCOCC4)ccc3c2=O)c(OC)c1,9,-0.6,-14,2,-5,-1,0,-0.2,13,i
CN(C(=O)CSc1nnc(-c2cccs2)n1C1CC1)C1CCS(=O)(=O)C1 (stereo unspecified),0,-0.6,-1,15,1,0,2,-0.4,2,i
O=C(N/N=C/C(Br)=C\c1ccccc1)c1cccs1,10,4.8,-11,-30,-5,-1,-3,0.6,-3,i
COc1ccc(CNCC(O)(c2ccccc2)c2ccc(Cl)cc2)cc1 (stereo unspecified),-9,0.6,3,0,0,1,0,-0.7,-4,i
COc1ccc(C(=O)OCC(=O)Nc2c(C)n(C)n(-c3ccccc3)c2=O)cc1OC,10,-1.5,-8,-1,0,-1,3,-0.3,10,i
COc1ccc(C2CC(c3cccc(Cl)c3)n3nc(N)nc3N2)cc1 (stereo unspecified),6,0.1,7,4,10,1,-1,0.1,-17,·
COC(=O)c1ccc(-c2noc(CN(Cc3ccncc3)CC3CCCO3)n2)cc1 (stereo unspecified),-5,0.7,-5,-2,-2,-1,-4,-0.3,-3,i
COCC1CCN(c2nc3nonc3nc2N2CCSCC2)C1 (stereo unspecified),11,-1.0,18,-2,-2,0,4,-0.3,6,i
O=C(COC(=O)c1ccc(S(=O)(=O)C(F)F)cc1)Nc1cccnc1Cl,18,-1.5,-1,-1,-1,0,0,-0.2,-6,i
CCC(C)c1ccc(NC(=O)N2CCOCC2)cc1 (stereo unspecified),9,-1.3,-8,0,-4,3,2,-0.3,2,i
SMILES,SKN-1 block,LMPTP inh,Scp1 inh,SUMO1 PPI mod,NadD block,STEP inh,DNMT1 inh,TbMetRS inhib,NRP1-CendR mod,Neddylation inh
CCOc1cc(C2C(C(=O)OCC(C)C)=C(C)N=C3SCCC(=O)N32)ccc1OC(C)=O (stereo unspecified),4,0.6,3,-2,-4,4,3,-1.9,-5,i
CCOc1ccccc1CNC(=O)C1Cc2cc(S(=O)(=O)N3CCCCC3)ccc2N1C(C)=O (stereo unspecified),7,-1.6,5,2,4,2,-1,-0.1,8,i
C[C@H](CO)N1C[C@H](C)[C@@H](CN(C)S(=O)(=O)c2cccs2)Oc2c(NC(=O)c3ccncc3)cccc2C1=O,5,-0.9,1,13,0,-2,-2,-0.1,-19,i
Cc1ccc(N(CC(=O)NC2CCCC2)C(=O)CCCC(=O)Nc2ccccn2)cc1C,-1,-1.1,-7,4,1,4,2,0.0,2,i
ONC(=Nc1ccccc1Cl)c1ccccc1Cl,7,-0.3,-1,4,4,1,4,-0.1,-3,i
CCn1c(O)c(N=NC(=S)NCC2CCCO2)c2ccccc21 (stereo unspecified),-1,1.2,-11,-8,-6,2,-6,-0.6,-3,i
N#Cc1c(-c2ccccc2)cc(C2CC2)nc1SCC(=O)O,15,2.7,-4,4,1,2,-4,0.0,4,i
COc1cc2nc(SCC(=O)c3ccc(Br)cc3)n3nc(C)nc3c2cc1OC,7,-0.3,-5,-2,1,-2,-9,-0.7,-11,i
CCOC(=O)c1[nH]c2ccccc2c1NC(=O)CCN1CCN(C(=O)OCC)CC1,-13,-1.1,1,1,-1,-3,1,-0.5,5,i
Cc1c(Cl)c(-c2n[nH]c(=S)n2-c2ccc(F)cc2)nn1C,30*,0.0,-2,10,-3,1,4,-2.0,7,i
CCN(CC)C1=N/C(=C\c2ccco2)C(=O)N1c1ccccc1,-1,0.8,-2,-2,-4,3,0,-0.1,-21,i
CCOc1ccc(CCNC(=O)c2nnc(Cc3ccc(F)cc3)o2)cc1OCC,1,0.2,-7,0,2,-2,-1,-0.2,6,i
c1ccc2c(Nc3ccc4c(c3)OCCO4)c3c(nc2c1)CCC3,6,35,1,-7,-3,-1,-5,-0.4,8,i
COc1ccccc1C(=O)N1CCN(c2nc3cc(C)cc(C)c3cc2C#N)CC1,2,1.3,·,-11,7,1,-3,0.7,-10,i
CC1CCCCC12NC(=O)N(CC(=O)Nc1sccc1C(N)=O)C2=O (stereo unspecified),23,3.6,-4,3,2,2,2,0.1,-18,i
Cc1ccc(CNC(=O)CCNC(=O)N2CCn3c2nc2ccccc23)cc1,-3,0.4,-5,-1,-4,0,0,0.2,2,i
CN(Cc1ccccc1Cl)C(=O)CCNC(=O)c1ccco1,-22,-0.6,0,3,-4,-1,1,-0.8,4,i
COc1ccc(NC(=O)CS(=O)(=O)c2ccc(C)cc2)c(OC)c1,0,0.5,0,0,0,-3,1,0.1,3,i
CCOc1ccc(NC(=O)CN(C)C(=O)C2CCN(C(=O)Nc3ccccc3)CC2)cc1OCC,15,-1.3,-1,4,2,-4,2,-0.3,-5,i
COC(=O)Nc1nnc(CCc2ccccc2)s1,4,-0.6,-10,0,2,-5,1,-0.9,11,i
Cc1ccc(C)c(N2CCN(C(=O)CN(C)S(=O)(=O)c3cnc[nH]3)CC2)c1,4,-1.1,-6,-4,-1,-2,-3,-0.5,13,i
CCn1c(NC(=O)c2ccc(C)cc2)c2ccccc2nc1=O,25,-0.3,0,2,-4,2,-3,-0.6,-1,i
Cc1ccc([C@H]2C[C@@H](O)[C@H](n3cc(C4CC4)nn3)CN2Cc2cccs2)cc1,-16,0.9,·,7,2,1,-2,-2.1,-3,i
Cc1ccc(C2CC(=O)N(c3ccc(F)cc3)C3=C2C(=O)CCC3)cc1 (stereo unspecified),-3,-0.9,-8,-2,-1,-1,-2,-0.1,9,i
CCOC(=O)c1ccccc1Cc1nc2ccccc2c(=O)[nH]1,3,-1.7,-3,0,-8,-3,2,-0.1,-5,i
SMILES,SKN-1 block,LMPTP inh,Scp1 inh,SUMO1 PPI mod,NadD block,STEP inh,DNMT1 inh,TbMetRS inhib,NRP1-CendR mod,Neddylation inh
Cc1cc(C)c(C(N)=O)c(NCCc2ccccc2)n1,6,-0.4,-1,15,-2,-3,-1,-0.4,3,i
COc1ccc(CNC(=O)COc2cccnc2[N+](=O)[O-])cc1OC,-9,-0.8,5,-21,0,-1,2,-1.3,-2,i
CCCC(C(=O)NC1CCCC1)N(CC1CCCO1)C(=O)CNS(=O)(=O)c1ccccc1 (stereo unspecified),-13,-1.0,-4,2,-12,-2,1,-1.0,4,i
CCCCCCn1c(N2CCC(C(N)=O)CC2)nc2c1c(=O)n(C)c(=O)n2C,45*,-0.1,-8,-3,10,-7,5,-0.5,11,i
CC(C)(CNS(C)(=O)=O)SCc1ccc(Cl)cc1,-7,-1.3,-3,4,-3,-5,5,-0.4,-1,i
Cc1ccccc1Nc1nnc(SCC(=O)c2ccc(O)cc2O)s1,-22,1.1,-8,3,-4,-1,1,-0.1,-7,i

# Some entries already given, reduced to Scp1 inh:
SMILES	Scp1 inh
CCCC(C(=O)NC1CCCC1)N(CC1CCCO1)C(=O)CNS(=O)(=O)c1ccccc1 (stereo unspecified)	-4
CCCCCCn1c(N2CCC(C(N)=O)CC2)nc2c1c(=O)n(C)c(=O)n2C	-8
CC(C)(CNS(C)(=O)=O)SCc1ccc(Cl)cc1	-3
Cc1ccccc1Nc1nnc(SCC(=O)c2ccc(O)cc2O)s1	-8

# Assay outcomes from PubChem BioAssay.
